# Anthrax LF prot = anthrax lethal factor protease inhibition; P15917; multiplex microsphere protease cleavage assay, LF; inhibition, % at 10 µM; 0.12% of 360,000 active; AID 588501; also: plate controls were buffer without enzyme for full effect and enzyme alone for no effect
# CCHFV vOTU inh = blocks the CCHF virus ovarian tumor domain protease; AID 651958; CCHFV vOTU protease, Pep-AMC fluorescence; 0.55% of 370,000 active; inhibition, % at 11.5 µM; in the data active = inhibition above about 30%; also: 0% = vehicle wells with enzyme and 100% = no enzyme wells
# BH1578 lux ind = quorum light induction in luxS cqsA deficient V. cholerae. V. cholerae BH1578 lux reporter, luminescence, 6 h. activation, % at 18.7 µM. 0.16% of 350,000 active; in the data active = activation mostly above about 9.7%, no sharp cut-off; also: not every result past the cut was called active; inactives centre near 0; reference of the scale not given here
# VHR inh abs = blocks human VHR1 dual specificity phosphatase; inhibition, % at 13.3 µM; 0.52% of 290,000 active; P51452; AID 1654; recombinant VHR phosphatase, pNPP absorbance; in the data active = inhibition above about 50%; also: some compounds called inactive have numbers as strong as hits
# Target sequence (P51452 whole entry, looked up): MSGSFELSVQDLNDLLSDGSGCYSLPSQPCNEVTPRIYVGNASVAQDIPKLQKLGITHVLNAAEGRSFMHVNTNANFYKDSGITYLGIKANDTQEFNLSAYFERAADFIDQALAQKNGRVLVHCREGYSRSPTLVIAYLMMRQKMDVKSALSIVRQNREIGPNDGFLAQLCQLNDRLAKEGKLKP
# SSB-PriA inh = K. pneumoniae PriA-SSBct interaction inhibition. 0.6% of 430,000 active. AID 1272365. inhibition, % at 33 µM. AlphaScreen SSBct-PriA binding, biotinylated peptide; in the data active = inhibition mostly above about 37%, no sharp cut-off; inactive = mostly below about 20%;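 also: plate controls were negative control peptide for no effect and reference peptide for full effect; strong numbers were not always called active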
# SARS 3CLpro inh = SARS-CoV 3CLpro protease inhibition; P0C6X7; recombinant SARS-CoV 3CLpro, quenched FRET peptide cleavage; inhibition, % at 6 µM; 0.14% of 290,000 active; AID 1706; in the data active = inhibition above about 12%
# Y pestis TopoI = inhibitors of Yersinia pestis topoisomerase I | activity, % at 10 µM | 0.064% of 360,000 active | Y. pestis Topo-I cleavage product accumulation, plate reader | AID 504884; in the data active = activity above about 50%, passing the limit was not always enough; also: inactives centre near 2
# PfHsp40 yeast = compounds rescuing yeast from Plasmodium falciparum HSP40 toxicity; S. cerevisiae expressing PfHsp40, growth rescue, ATP luminescence; growth rescue, % at 12.5 µM; 0.68% of 340,000 active; AID 504582; in the data active = growth rescue above about 28%, passing the limit was not always enough;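 also: yeast W303a lacking pdr1 and pdr3 grown in galactose medium; growth measured after three days at 30 °C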
# TcdB GH inh = inhibitors of Clostridioides difficile toxin B glycohydrolase | 0.24% of 350,000 active | TcdB glycohydrolase enzymatic assay, plate reader | inhibition, % at 9.99 µM | P18177; in the data active = inhibition above about 10%
# BoNT-A LC inh2 = inhibitors of Botulinum neurotoxin A light chain protease | multiplex microsphere protease substrate cleavage, flow cytometry | inhibition, % at 10 µM | 0.17% of 360,000 active | AID 588499; also: plate controls were buffer without enzyme for full effect and enzyme alone for no effect
# An asterisk follows results filed as active; i = inactive; · = no result given; & = joins results of further samples. Rule as the data show it, unless noted: active = inhibition above about 30%; inconclusive = no clear call, values can overlap the other calls; inactive = below that. Some of the compounds tested, so the mix of outcomes need not match the whole.
# Values run as follows: Anthrax LF prot, VHR inh abs, CCHFV vOTU inh, TcdB GH inh, Y pestis TopoI, BH1578 lux ind, BoNT-A LC inh2, SSB-PriA inh, SARS 3CLpro inh, PfHsp40 yeast
1	CN(CC(=O)Nc1cccc(S(=O)(=O)N2CCCC2)c1)CC(=O)Nc1ccc(F)c(F)c1F
 : -6, ·, 9, 2.0, 17, -5.5, -1.6, -11, ·, -0.1
2	c1c[nH]c(CN2CCN(Cc3ncc[nH]3)CC2)n1
 : -4, ·, 18, 2.8, 1, i, 0.5, 14, ·, 384*
3	Cc1nc(SCc2c(F)cccc2Cl)n[nH]1
 : -3, 3, -21, ·, 0, -2.4, 5.8, -3, -3, 1.1
4	CCC1=Nc2cc(C(=O)NCCCOC(C)C)ccc2Sc2ccccc21
 : -3, 8, 15, ·, 18, i, 0.6, 6, 2, -1.3
5	O=C(NCC1CCCO1)Nc1cccc(Cl)c1 (stereo not given)
 : 1, 15, 13, ·, -2, i, -0.2, 0, -5, -1.7
6	CCCCc1nnc(NC(=O)c2oc3ccccc3c2C)s1
 : -5, ·, 2, 5.8, 14, -1.8, 0.0, 0, ·, 0.9
7	CCCOc1cccc(C(=O)NCCCNC(=O)c2cccnc2)c1
 : -2, -2, 2, 1.3, 3, i, 1.3, -8, 2, 0.6
8	COc1ccccc1C=NN=Cc1ccccc1O
 : -6, ·, 22, -6.0, 3, -1.0, 0.1, -5, ·, 2.2
9	CCOc1ccccc1-n1nnnc1SC(C)C(=O)OC (stereo not given)
 : -9, 17, 22, 1.4, 2, -1.0, 0.1, -12, 2, -0.5
10	COC(=O)C(C)Sc1nnc(Cc2cc(=O)[nH]c(=O)[nH]2)n1-c1ccc(OC)cc1 (stereo not given)
 : 0, 17, 5, -2.6, -3, -0.2, 0.3, -5, 2, 1.2
11	O=[N+]([O-])c1nn(-c2ccc3c(c2)OCCO3)n(O)c1=NCCC1=CCCCC1
 : 2, -2, 8, -1.2, 4, 0.2, -1.0, 12, -3, -1.8
12	CC(Oc1ccccc1)C(=O)Nc1ccc(C(N)=O)cc1 (stereo not given)
 : 0, -10, 6, ·, 1, i, -1.1, 8, -1, -0.4
13	CCN(CC)c1ccc2cc(-c3nc(-c4cc5ccccc5oc4=O)cs3)c(=O)oc2c1
 : 47*, ·, -13, 0.5, 1, 0.4, 87*, 0, ·, -0.8
14	CC1CC(C)CN(CCCNC(=O)CC2Oc3ccccc3NC2=O)C1 (stereo not given)
 : -4, 29, -6, 1.5, 2, -0.6, -0.4, -11, 1, -0.7
15	CC(C)OCCCNc1ccc(N2C(=O)CCCC2=O)cc1[N+](=O)[O-]
 : -4, 12, 4, 0.5, -1, i, -1.4, -4, -4, 0.1
16	CCN(c1ccccc1)S(=O)(=O)c1ccc(C(C(=O)OC)C(=O)OC)c([N+](=O)[O-])c1
 : -1, 18, -15, 0.9, 8, -0.5, -0.9, -3, 2, -1.2
17	O=c1oc(CCO)cc2ccccc12
 : 6, ·, -11, 1.2, -3, -1.2, -1.2, -15, ·, -0.2
18	O=C1C(Br)=Cc2cccc3cccc1c23
 : 30*, -4, -2, 3.0, 2, i, 59*, 17, 0, 3.4
19	CCn1cnc2c([N+](=O)[O-])c(NS(=O)(=O)c3ccc(C)cc3)ccc21
 : -2, ·, 15, 1.0, -9, i, -0.4, -1, ·, 0.6
20	CN1CCN(CCCN2c3ccccc3Sc3ccc(Cl)cc32)CC1
 : -9, -3&26, 7, -0.7, -8, 4.2&1.4, -0.9, 37, -3&-4, 0.2

# The list goes on.
# Values run as follows: Anthrax LF prot, VHR inh abs, CCHFV vOTU inh, TcdB GH inh, Y pestis TopoI, BH1578 lux ind, BoNT-A LC inh2, SSB-PriA inh, SARS 3CLpro inh, PfHsp40 yeast
21	Cc1cc(NC(=O)CSc2ncnc3c2cnn3-c2cccc(Cl)c2)no1
 : -7, 6, -10, 0.2, 10, -0.2, -0.1, 5&-2, 1, 0.5
22	O=C(c1ccc(-c2ccc([N+](=O)[O-])cc2Cl)o1)N1CCOCC1
 : -2, 24, -3, -0.3, 5, -1.2, -0.2, 11&-5, 5, -0.8
23	COc1ccc(NC(=O)Nc2ccccc2C)c(OC)c1
 : -9, -8, -1, ·, -3, i, -0.6, -12, 4, 0.1
24	CCC1(CC)Cc2ccccc2-c2[nH]c(=S)[nH]c(=O)c21
 : 1, ·, -10, 4.9, -4, -0.6, -0.2, -12, ·, 0.3
25	CCn1nc(C)c(NC(=O)CSc2nnc(-c3ccco3)n2C)c1C
 : -2, 4, 4, ·, 10, i, 1.7, -22, -1, 4.0
26	Cc1cc(C)n2nc(C(=O)N/N=C/c3ccc(Cl)cc3)nc2n1
 : -2, 22, 8, -0.2, 6, -0.4, 0.4, ·, -4, 2.5
27	CNC(=O)CSc1nnc(CCc2ccccc2)n1-c1ccccc1
 : -1, 7, -6, ·, 12, -0.4, 0.0, -1, -4, 0.0
28	O=C(O)Cc1cccc(=O)c(O)c1C(=O)O
 : -4, ·, ·, ·, 0, 2.2, -0.3, -9, ·, 1.4
29	Cc1ccccc1NC(=S)c1nc2ccccc2[nH]1
 : -2, 2, 9, 0.0, 6, -0.1, -1.4, 19, 5, 17
30	COc1ccccc1N1CCN(CC(=O)Nc2ccc(C)c(F)c2)CC1
 : 0, -9, 6, ·, 26, -0.2, -0.1, 7, 2, -1.4
31	CO/N=C(/C)CCS(=O)(=O)c1ccccc1
 : -9, 2, 3, -0.8, -13, 0.2, -0.8, ·, -6, 0.0
32	COc1ccc(NC(=O)CN(C)C(=O)c2cccc(Oc3ccccc3)c2)cc1
 : -6, ·, 0, 0.9, 25, -3.1, -2.2, -4, ·, 1.4
33	COC(=O)c1sc(S(=O)(=O)Nc2c(C)nn(C)c2C)c(C(=O)OC)c1C
 : 1, ·, 0, -0.3, -5, i, -4.7, -3, ·, -1.4
34	O=C(OCC(=O)N1CCCc2ccccc21)c1ccc(Br)o1
 : 1, 6, 6, ·, -2, i, 0.2, 3, -3, -0.2
35	Cc1ccc(NCCC(=O)c2ccc(Cl)cc2)cc1
 : 0, 11, -3, ·, 3, i, -0.6, -1, 4, 1.3
36	Cc1ccc(SC[C@H](C)CN2CC[C@H](C(C)(C)C)CCC2=O)cc1
 : -2, 9, 21, -0.8, -3, 1.3, 0.7, -17, -4, 0.8
37	COC(=O)c1ccc2c(=O)n(-c3ccccc3)c(SCN3C(=O)c4ccccc4C3=O)nc2c1
 : -2, -4, -6, -7.4, -1, -0.6, -0.7, -12, 4, -1.2
38	COC(=O)Nc1sc2c(c1C(N)=O)CCC(C)C2 (stereo not given)
 : 4, ·, -3, 1.2, 7, 1.2, 0.3, -9, 6, -0.7
39	CCCCCCCN1C=CC(=O)CC1
 : 0, 4, 8, 0.8, 4, i, -0.3, -17, ·, 0.1
40	NC(=O)[C@@H]1CCCN1Cc1nc(Cc2ccccc2F)no1
 : 2, 25, -5, -0.2, 0, i, 0.6, -2, 0, -0.6

# Following part:
# Values run as follows: Anthrax LF prot, VHR inh abs, CCHFV vOTU inh, TcdB GH inh, Y pestis TopoI, BH1578 lux ind, BoNT-A LC inh2, SSB-PriA inh, SARS 3CLpro inh, PfHsp40 yeast
41	O=c1cc(-c2cccc(F)c2)oc2ccccc12
 : -5, ·, 1, 0.4, 3, i, 0.0, -23, ·, 2.0
42	O=C(CNS(=O)(=O)c1ccc(Br)cc1Cl)OCC(=O)N1CCCC1=O
 : -2, ·, 11, 1.2, 3, i, -0.4, -5, ·, 2.0
43	Cc1ccc(OCC(O)CN2CCOCC2)c(C)c1 (stereo not given)
 : -18, -4, -14, 0.2, -3, -0.5, 2.0, -8, 0, -1.3
44	C=CC#CC1(O)CC(C)[N+](C)(C)CC1C (stereo not given)
 : -1, -3, -5, 1.3, 8, 0.0, 0.4, -1, 0, 11
45	O=C(NCc1ccc(F)cc1)C1CCCN(C(=O)NCc2ccccc2)C1 (stereo not given)
 : 11, 26, 2, 0.9, 3, -0.3, -2.1, 3, -3, 0.4
46	CCOC(=O)C1(Cc2ccccc2)CCN(Cc2cccc3nccnc23)CC1
 : -2, 11, -6, 0.3, 21, i, 0.1, 3, 2, -0.3
47	CC1SC(c2ccc(F)cc2)N(CCc2ccccc2)C1=O (stereo not given)
 : -6, 10, 10, 0.6, 15, i, -1.2, -34, 4, 0.1
48	CC(=O)OC(Cn1ccnc1)c1ccccc1 (stereo not given)
 : -1, 11, 11, ·, -7, -0.9, -1.0, -4, 0, -0.2
49	CC(=O)N1CCC2(CC1)CC(=O)c1cc(OCC(=O)N3CCC4(CC3)OCCO4)ccc1O2
 : 0, 4, -94, 1.1, 12, -0.5, 0.3, 3, 7, -1.4
50	COc1ccc(NC(=O)c2cc(S(=O)(=O)N(Cc3ccccc3)c3ccccc3)ccc2Cl)cn1
 : -4, 8, -16, -0.6, 27, -0.3, 0.1, -12, 3, 2.6
51	CN1CCC(N(C)C(=O)Cc2ccccc2[N+](=O)[O-])CC1
 : 7, -3, -16, 1.9, -15, -0.3, -1.6, -8, 3, -1.4
52	CNC(=O)CCCc1nc(-c2ccccc2Cl)no1
 : -5, 42, 2, 1.4, 2, 0.6, -5.5, -4, 3, 0.3
53	CC(/C=C/c1cccc([N+](=O)[O-])c1)=N/NC(=O)c1cccnc1
 : 0, -7, 3, 0.6, -3, i, -0.7, ·, 4, 1.3
54	CC(OC(=O)c1oc2ccccc2c1COc1ccccc1)C(N)=O (stereo not given)
 : -11, 17, 12, 1.6, 0, 0.5, -1.6, -9, 1, -0.8
55	Nc1ncnc2oc(-c3ccco3)c(-c3ccco3)c12
 : -15, -9, 34*, ·, 0, i, -2.3, -4, -2, 3.7
56	CCOC(=O)N1CCN(C(=O)C[C@@H]2C[C@@]3(C(=O)OC)CCCCC=C3N(Cc3ccccc3)C2=O)CC1
 : 3, ·, 4, 1.9, ·, ·, 0.4, ·, ·, ·
